# Screening data (PubChem)
# rTrxR1 inhibitor: qHTS Assay for Inhibitors of Mammalian Selenoprotein Thioredoxin Reductase 1 (TrxR1): qHTS. Thioredoxin reductase 1, cytoplasmic (Rattus norvegicus), O89049. recombinant rTrxR1, NADPH fluorescence consumption, selenite substrate. Potency, µM (titrated, usually from 114 µM), inactives show at the top dose activity change, negative = inhibition, actives largely listed as inhibitors. 390,000 tested, 1% active. AID 588453, 2011; also: potency is read from the fitted curve at half-maximal effect; % is scaled to controls: 0 for no effect and ±100 for the full control effect; nearly all actives have a fitted effect of over 65% in size
#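 Rat TrxR1 (90 nM in the dispensed reagent) was pre-reduced with 400 uM NADPH for 5 min at room temperature, then incubated with compound for 15 min. After 400 uM selenite was added, NADPH fluorescence (Ex 340/Em 450 nm) was followed for 8 min.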
# TRHR agonist: qHTS for Small Molecule Agonists and Allosteric Enhancers of Human TRH Receptor: Primary Screen for Agonists; 360,000 tested, 0.18% active; TRHR cells, calcium flux fluo-8, FDSS agonist mode; AID 493084, 2011; activation, % at 2 µM; Thyrotropin-releasing hormone receptor (Homo sapiens), P34981; in the data active = activation above about 30%; also: 0% is about no effect
# Target sequence (P34981 whole entry, looked up): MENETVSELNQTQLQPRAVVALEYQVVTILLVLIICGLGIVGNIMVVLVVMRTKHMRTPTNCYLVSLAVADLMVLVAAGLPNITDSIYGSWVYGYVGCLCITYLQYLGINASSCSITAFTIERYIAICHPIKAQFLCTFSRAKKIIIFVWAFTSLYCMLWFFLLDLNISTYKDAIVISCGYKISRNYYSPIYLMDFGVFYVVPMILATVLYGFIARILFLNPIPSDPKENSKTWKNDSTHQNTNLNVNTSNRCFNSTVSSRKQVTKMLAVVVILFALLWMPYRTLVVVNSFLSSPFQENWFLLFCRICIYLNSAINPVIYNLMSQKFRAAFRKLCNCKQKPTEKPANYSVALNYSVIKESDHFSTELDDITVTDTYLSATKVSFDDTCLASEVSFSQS
#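 Steps: seed TRHR cells overnight; add fluo-8 no-wash Ca dye, RT 30 min–1.5 h; record 10 s baseline; pin-transfer compounds; monitor fluorescence 1 cycle/s for the agonist window. Calcium increases flag candidate agonists.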
# TrxR1 substrate: qHTS Assay for Substrates of Mammalian Selenoprotein Thioredoxin Reductase 1 (TrxR1): qHTS. Thioredoxin reductase 1, cytoplasmic (Rattus norvegicus), O89049. purified TrxR1 substrate turnover, NADPH consumption readout. Potency, µM (series often up to 114 µM), inactives show at the top dose activity change, negative = substrate turnover. 390,000 tested, 0.01% active. AID 588456, 2011; also: potency is read from the fitted curve at half-maximal effect; % is scaled to controls: 0 for no effect and ±100 for the full control effect; nearly all actives have a fitted effect of over 50% in size
#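 Rat TrxR1, dispensed at 90 nM, was prereduced with 400 uM NADPH (final) for 5 min at ~22 deg C, then incubated with compound 15 min before 400 uM selenite. A first-read NADPH fluorescence drop versus no-compound background flagged substrates.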
# TRHR PAM: qHTS for Small Molecule Agonists and Allosteric Enhancers of Human TRH Receptor: Primary Screen for Enhancers. Thyrotropin-releasing hormone receptor (Homo sapiens), P34981. TRHR cells, fluo-8 calcium fluorescence, EC20 TRH enhancement. enhancement, % at 2 µM. 360,000 tested, 0.66% active. AID 493056, 2011; in the data active = enhancement above about 30%; also: 0% is about no effect
#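 Enhancer read-out: after compound pinning and an initial kinetic agonist-mode read, an EC20 of TRH (10 nM final) was injected and fluo-8 calcium signal (Ex 480/Em 530) followed at 1 s/cycle for 100 cycles in TRHR-expressing cells.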
# mIDH1 inhibitor: qHTS for Inhibitors of mutant isocitrate dehydrogenase 1 (IDH1): qHTS; 390,000 tested, 0.093% active; IDH1-R132H enzyme, NADPH consumption, diaphorase/resazurin fluorescence; Potency, µM (doses to about 76.6 µM), without a hit: top-dose activity change, negative = inhibition, usual class: inhibitors; Isocitrate dehydrogenase [NADP] cytoplasmic (Homo sapiens), O75874; also: potency is read from the fitted curve at half-maximal effect; % is scaled to controls: 0 for no effect and ±100 for the full control effect; nearly all actives have a fitted effect of over 65% in size
# Target sequence (O75874 whole entry R132H, stated change not applied): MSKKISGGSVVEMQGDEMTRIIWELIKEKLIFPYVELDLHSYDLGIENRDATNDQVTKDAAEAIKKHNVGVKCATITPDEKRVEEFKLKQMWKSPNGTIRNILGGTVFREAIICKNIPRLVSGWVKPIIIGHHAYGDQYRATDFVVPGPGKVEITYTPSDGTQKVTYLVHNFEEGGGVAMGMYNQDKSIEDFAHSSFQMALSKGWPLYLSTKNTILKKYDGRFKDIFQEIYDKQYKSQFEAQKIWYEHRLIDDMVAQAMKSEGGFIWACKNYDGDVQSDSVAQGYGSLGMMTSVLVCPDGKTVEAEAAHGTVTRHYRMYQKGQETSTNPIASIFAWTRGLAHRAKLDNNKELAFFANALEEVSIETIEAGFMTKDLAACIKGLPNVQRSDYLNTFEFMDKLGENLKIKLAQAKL
#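 IDH1-R132H (0.5 ug/mL) preincubated 30 min with compound, then NADPH (0.016 mM) and alpha-KG (2 mM) added; 80 min at RT, pH 7.5. Remaining NADPH coupled via diaphorase/resazurin to fluorescence (540/590 nm); concentration-response curves normalized to no-enzyme control.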
# D2 antag: HTS Assay for Allosteric Antagonists of the Human D2 Dopamine Receptor: Primary Screen for Antagonists; D(2) dopamine receptor (Homo sapiens), P14416; inhibition, % at 10 µM; 340,000 tested, 2% active; AID 485344, 2010; HEK293 TREx D2 cells, calcium flux, dopamine EC80; in the data active = inhibition above about 30%; also: 0% is about no effect
#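 Dopamine at EC80 is the agonist stimulus; test compounds precede it by 180 s. Calcium flux read kinetically in a force-coupled, inducible HEK293 T-REx D2 cell line.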
# Pin1 inh: qHTS Assay to Find Inhibitors of Pin1; Potency, µM (top dose mostly 115 µM), without a hit: at the highest dose activity, negative = inhibition, actives largely listed as inhibitors; Peptidyl-prolyl cis-trans isomerase NIMA-interacting 1 (Homo sapiens), Q13526; 390,000 tested, 0.009% active; Pin1 FP peptide displacement, HiFluor488, 10 min; AID 504891, 2011; active = well fitted inhibition curve with a large enough effect in the polarisation, with a control signal flat, not every such curve was filed as active; inconclusive = small, poorly fitted or top-dose-only effect, or effect the other way, or a change in a side signal; inactive = no such curve, though single readings can be large or run the other way; the % refers to the polarisation; also: potency is read from the fitted curve at half-maximal effect; % is scaled to controls: 0 for no effect and ±100 for the full control effect
# Target sequence (Q13526 whole entry, looked up): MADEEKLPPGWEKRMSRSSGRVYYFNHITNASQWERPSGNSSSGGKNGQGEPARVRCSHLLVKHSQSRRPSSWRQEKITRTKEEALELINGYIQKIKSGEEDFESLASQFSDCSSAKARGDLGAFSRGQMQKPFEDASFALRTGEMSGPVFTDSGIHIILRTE
# D2 agonist: HTS Assay for Allosteric Agonists of the Human D2 Dopamine Receptor: Primary Screen for Agonists. D(2) dopamine receptor (Homo sapiens), P14416. HEK293 T-REx D2 cells, calcium flux agonist mode. activation, % at 2 µM. 340,000 tested, 0.53% active. AID 485358, 2010;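 active = activation over 3 SD above normal in the single-dose calcium agonist read, cut at about 30% in these data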; also: 0% is about no effect
#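 Tetracycline-induced HEK293 Trex cells with D2 receptor force-coupled to calcium signaling, plated overnight at 30 C and loaded with no-wash calcium dye. Calcium flux read kinetically for 180 s after compound addition; responses flag agonists.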
# USP1-UAF1 inh: Inhibitors of USP1/UAF1: Primary Screen | AID 743255, 2014 | Ubiquitin carboxyl-terminal hydrolase 1 (Homo sapiens), O94782 | Potency, µM (doses to about 57.1 µM), for inactives: at the highest dose activity change, negative = inhibition, most hits filed as inhibitors | 390,000 tested, 0.23% active | recombinant USP1/UAF1, Ub-Rhodamine cleavage fluorescence; also: potency is read from the fitted curve at half-maximal effect; % is scaled to controls: 0 for no effect and ±100 for the full control effect; nearly all actives have a fitted effect of over 60% in size; inactives centre near -12
#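 1 nM enzyme complex + cpd, 15 min RT; start with Ub-Rho 150nM final; kinetic fluorescence ex 480/em 540, 6 reads q60 s. Buffer 50mM HEPES pH 7.8, 0.5mM EDTA, 0.1 mg/ml BSA, 1mM TCEP, 0.01% Tween-20.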
# Active calls of the source: *; ? = inconclusive; . = no result given; [ ] = remark or other dose. Unless noted, calls follow the shape of the dose curve; as a rule, active = well fitted inhibition curve with a large enough effect; inconclusive = small, poorly fitted or top-dose-only effect; inactive = no such curve, though single readings can be large or run the other way. An excerpt, so the mix of outcomes need not match the whole.
SMILES,rTrxR1 inhibitor,TRHR agonist,TrxR1 substrate,TRHR PAM,mIDH1 inhibitor,D2 antag,Pin1 inh,D2 agonist,USP1-UAF1 inh
COc1cccc(N2CC(C(=O)Nc3nnc(SCC(=O)N4CCCC4)s3)CC2=O)c1 (configuration not stated),?,0.7,-15%,2,4%,5,16%,-0.2,-11%
CCOc1ccc(NS(=O)(=O)c2ccc3[nH]c(=O)oc3c2)cc1,12%,0.5,3%,-3,6%,4,6%,-0.3,-12%
OCCCNC(=S)Nc1ccc2nccnc2c1,?,0.1,3%,-6,11%,5,55%[activator],0.1,-21%
O=C(NNS(=O)(=O)c1ccccc1[N+](=O)[O-])c1ccccc1[N+](=O)[O-],-6%,-0.3,-9%,2,8%,6,1%,1.0,-2%
CCNS(=O)(=O)c1ccc(NC(=O)Nc2cccc(OC)c2)cc1,17%[57.1 µM],-0.2,9%[57.1 µM],1,13%,.,-1%,.,-10%
C=COCCNC(=S)N1CCOCCOCCN(C(=S)NCCOC=C)CCOCCOCC1,16%,0.1,-1%,13,2%,8,2%,-0.3,-2%
Cc1cc(C(=O)COC(=O)c2ccc(Br)o2)c(C)n1C,20%[57.1 µM],0.0,3%[57.1 µM],-3,1%,-3,0%,0.2,-7%
Cc1ccc(N2CCN(c3cc(C)nc4nc(C)nn34)CC2)c(C)c1,-3%,0.2,-1%,7,1%,16,5%,-0.2,-1%
COc1cccc(NC(=O)CN(C)C(C)C(=O)Nc2ccc(S(=O)(=O)N3CCOCC3)cc2)c1 (configuration not stated),5%,-1.4,4%,3,14%,5,-2%,-2.3,-18%
CCOC(=O)c1c(N)c2cc([N+](=O)[O-])cnc2n1C,-16%[57.1 µM],0.1,-2%[57.1 µM],7,1%,.,-16%,.,13%
CC1CCCC(NC(=O)C2N(CCCN3CCCC3)C(=O)C3C(C(=O)Nc4cccc(Cl)c4)C4C=CC32O4)C1C (configuration not stated),15%,-0.5,5%,-3,0%,16,4%,0.6,-11%
COc1ccccc1N1CCN(S(=O)(=O)CCNC(=O)c2ccc(OC(C)C)cc2)CC1,1%,-0.3,1%,-1,17%,7,-3%,-2.3,-20%
COc1ccc(NC(C(=O)Nc2cccc(C(C)=O)c2)c2ccccc2)cc1 (configuration not stated),-1%,0.3,-10%,1,4%,.,0%,.,-12%
Cc1cccc(NC(=O)N2CCCC2C(=O)NCc2cccs2)c1 (configuration not stated),15%[57.1 µM],-0.2,7%[57.1 µM],1,-2%,1,-1%,-0.7,-13%
CCOc1ccccc1OCCC(=O)Nc1ccc(F)c(Cl)c1,-5%,-0.4,-2%,0,-2%,.,5%,.,-23%
C/C(=N\NC(=O)c1cccc(S(=O)(=O)N2CCOCC2)c1)c1ccc(C#N)cc1,3%,0.3,-8%,1,9%,-20,-12%,-1.0,-5%
O=c1c(-c2ccccc2)nnc2sc(COc3ccc(Br)cc3)nn12,4%[57.1 µM],1.4,-2%[57.1 µM],21,-1%,-12,12%,-0.1,-1%
O=C(CCOc1ccccc1)N(Cc1cccnc1)c1nc2c(Cl)cccc2s1,?,0.7,2%[57.1 µM],-3,0%,.,6%,1.7,?
COc1ccc(C(=O)NCCn2cc(SCC(=O)N3CCOCC3)c3ccccc32)cc1,-4%,-0.3,-7%,3,4%,-6,0%,-0.2,-18%
CC(OC(=O)c1ccc2ccccc2n1)C(=O)Nc1ccc(N2CCOCC2)cc1 (configuration not stated),3%[57.1 µM],-0.9,-3%,5,5%,11,?,0.0,-23%
Cc1ccc(CNC(=O)Nc2ccc(C)cc2)cc1,17%,-1.6,1%,-4,5%,9,?,-2.1,-6%
CCCCNc1nc2c(-c3cccc(Br)c3)nnn2c2ccccc12,13%,0.1,5%,3,0%,.,?,0.4,-21%
Cc1ccc(NC(=O)C=NOCC(=O)Nc2cc(C)cc(C)c2)cc1,6%,.,-5%,.,-1%,.,?,.,-10%
CCN(C(=O)COC(=O)c1cc([N+](=O)[O-])ccc1N1CCOCC1)c1ccccc1,-1%,1.3,-12%,1,1%,-1,1%,1.0,-29%
COc1ccc2c(c1)CCCC21NC(=O)N(CC(=O)c2cc(F)ccc2F)C1=O (configuration not stated),28%,-0.1,4%,1,-10%,-1,4%,7.1,-25%
O=C(OCCN1CCN(c2ncc(C(F)(F)F)cc2Cl)CC1)c1ccc(Cl)cc1,8%[57.1 µM],-0.1,6%[57.1 µM],1,4%,-18,?,0.9,-23%
Cc1ccc(C(=O)NNC(=O)c2ccc(Br)s2)cc1S(=O)(=O)N1CCOCC1,10%,-1.6,0%,4,12%,-3,4%,-0.4,-16%
C/C(Cl)=C/Cn1c(SC(C)C)nc2c1c(=O)[nH]c(=O)n2C,-2%[57.1 µM],-0.5,-9%[57.1 µM],4,4%,-7,0%,5.1,-24%
O=c1ccc(-c2ccccc2)n[nH]1,6%,-0.3,0%,-3,4%,17,-9%,-1.1,-19%
CCn1c(=S)[nH]c2cc(C(=O)O)ccc21,.,-0.9,.,-1,.,-3,.,-0.3,.

# An excerpt of these results, with each value named.
compound: O=c1ccc(-c2ccccc2)n[nH]1
  rTrxR1 inhibitor: 6% | TRHR agonist: -0.3 | TrxR1 substrate: 0% | TRHR PAM: -3 | mIDH1 inhibitor: 4% | D2 antag: 17 | Pin1 inh: -9% | D2 agonist: -1.1 | USP1-UAF1 inh: -19%

compound: CC(OC(=O)c1ccc2ccccc2n1)C(=O)Nc1ccc(N2CCOCC2)cc1 (configuration not stated)
  rTrxR1 inhibitor: 3%[57.1 µM] | TRHR agonist: -0.9 | TrxR1 substrate: -3% | TRHR PAM: 5 | mIDH1 inhibitor: 5% | D2 antag: 11 | Pin1 inh: ? | D2 agonist: 0.0 | USP1-UAF1 inh: -23%

compound: O=C(OCCN1CCN(c2ncc(C(F)(F)F)cc2Cl)CC1)c1ccc(Cl)cc1
  rTrxR1 inhibitor: 8%[57.1 µM] | TRHR agonist: -0.1 | TrxR1 substrate: 6%[57.1 µM] | TRHR PAM: 1 | mIDH1 inhibitor: 4% | D2 antag: -18 | Pin1 inh: ? | D2 agonist: 0.9 | USP1-UAF1 inh: -23%

compound: Cc1ccc(CNC(=O)Nc2ccc(C)cc2)cc1
  rTrxR1 inhibitor: 17% | TRHR agonist: -1.6 | TrxR1 substrate: 1% | TRHR PAM: -4 | mIDH1 inhibitor: 5% | D2 antag: 9 | Pin1 inh: ? | D2 agonist: -2.1 | USP1-UAF1 inh: -6%

# Continued:
SMILES,rTrxR1 inhibitor,TRHR agonist,TrxR1 substrate,TRHR PAM,mIDH1 inhibitor,D2 antag,Pin1 inh,D2 agonist,USP1-UAF1 inh
COc1ccc(OC)c(-c2cc(C(=O)NC(C)c3ccccc3)no2)c1 (configuration not stated),8%,1.6,7%,-1,0%,.,1%,1.2,-10%
Cc1cc(Cl)ccc1OCCCC(=O)NNC(=O)c1ccccc1O,-2%[57.1 µM],-0.3,-2%[57.1 µM],-2,5%,-21,3%,-0.4,-17%
Cc1ccc(N(CC(=O)NC2CCCCC2)C(=O)CNC(=O)c2ccco2)cc1C,20%[57.1 µM],0.2,5%[57.1 µM],2,-3%,0,8%,2.7,-20%
Cc1ccc(NS(=O)(=O)c2ccc(CCC(=O)N3CCOCC3)cc2)cc1,11%[57.1 µM],0.9,8%[57.1 µM],1,-1%,-13,1%,0.7,4%
O=C(c1cccc(S(=O)(=O)N2CCCC2)c1)N1CCCc2ccccc21,12%,-0.4,3%,2,3%,6,-5%,-0.1,-19%
Cc1sc(-c2cc3c([nH]c2=O)CC(c2ccccc2)CC3=O)nc1-c1ccc(Cl)cc1 (configuration not stated),-2%,0.6,1%,8,-10%,.,?,0.5,-6%
CCOC(=O)C1CCN(C(c2cccc(F)c2)c2c(O)cc(C)n(Cc3ccco3)c2=O)CC1 (configuration not stated),?,0.6,1%[57.1 µM],1,28%,.,8%,1.0,-14%
O=C(CNC(=O)c1ccc(Br)o1)Nc1ccncc1,-1%[57.1 µM],-0.1,0%[57.1 µM],-1,-7%,-12,1%,0.6,-5%
C=CCc1c(C)nc(C)nc1N/N=C/c1ccccc1O,-17%,-0.8,-10%,8,17%,-21,12%,-0.5,-20%
Cc1c(-c2ccccc2)oc2c(C(=O)N3CCN(c4ccc([N+](=O)[O-])cc4)CC3)cccc2c1=O,-6%,0.3,-6%,10,1%,7,18%,0.3,0%
Cc1ccc(S(=O)(=O)C2(C(=O)Nc3cccc(F)c3)CC2)cc1,4%,0.2,-2%,0,-15%,-6,-10%,-1.0,?
CC(O)CNc1nc2c(c(=O)n(C)c(=O)n2C)n1C/C=C/c1ccccc1 (configuration not stated),20%,-0.3,9%,-9,-4%,6,-2%,0.5,-12%
C=C(C)c1cccc(C(C)(C)NC(=O)Nc2cc(C)ccc2OC)c1,12%,-0.9,1%,0,-3%,1,4%,1.0,-3%
